Screening data from PubChem.
AGP1-GFP MLPCN = yeast TOR pathway AGP1-GFP modulation | S. cerevisiae AGP1-GFP multiplex flow cytometry, 3 h; GFP as percent of DMSO wells | GFP response vs DMSO, % at 10 µM | hit rate 0.02% among 320,000;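 active means GFP response relative to DMSO above a set limit, near screen average plus 3 SD, cut at about 150% in these data; inconclusive means fewer than 70 cells counted for the yeast strain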;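 further: median GFP channel fluorescence of the gated AGP1 strain per well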
CR mimetic SO = caloric restriction mimetics inhibiting age-related superoxide in yeast. S. cerevisiae aged cells, superoxide DHE fluorescence; active compounds read low. superoxide response (% of plate mean), % at 10 µM. hit rate 0.18% among 330,000. AID 2690;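 active means superoxide response under a set limit, about three screen SD below normal, cut at about 65% in these data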;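 further: yeast aged for seven days with compound at 30 °C before DHE staining; 100% = average MFI of all compound-treated wells on the plate with controls excluded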
MEP2-GFP yeast = alters MEP2-GFP fluorescence in TOR pathway yeast screen; GFP response vs DMSO, % at 10 µM; hit rate 0.51% among 330,000; S. cerevisiae MEP2-GFP strain, flow cytometry GFP, 3 h; 100% = DMSO control level; AID 2016;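 active means GFP response versus DMSO above a set limit, roughly screen mean plus 3 SD, cut at about 180% in these data; inconclusive means fewer than 70 cells counted for a yeast strain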;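 further: median GFP fluorescence of the barcode-gated MEP2-GFP cells per well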
LAP4 TOR yeast = yeast TOR pathway LAP4-GFP modulation. GFP response vs DMSO, % at 10 µM. hit rate 0.34% among 320,000. S. cerevisiae LAP4-GFP multiplex, flow cytometry GFP, 3 h; median GFP as percent of DMSO wells;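 active means GFP response vs DMSO above a set limit, about the screen mean plus 3 SD, cut at about 150% in these data; inconclusive means under 70 cell events counted for the yeast strain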
RPL19A TOR yeast = modulators of TOR pathway RPL19A-GFP in S. cerevisiae; S. cerevisiae RPL19A-GFP strain, flow cytometry, 3 h; active compounds read low; percent response vs DMSO, % at 10 µM; hit rate 0.3% among 330,000;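 active means percent response vs DMSO below 50%; inconclusive means fewer than 70 events counted for the yeast strain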;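 further: median channel GFP fluorescence of the barcoded RPL19A-GFP strain; ratio of sample median GFP to plate DMSO average so 100% = DMSO; lower means less RPL19A-GFP as with rapamycin TOR inhibition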
Efflux pump inh = antifungal efflux pump inhibition, Nile Red retention | inhibition, % at 10 µM | S. cerevisiae Candida pump triplex | AID 485275 | hit rate 0.44% among 330,000;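 active means plate passing quality check with inhibition over a set limit, or well fluorescence over plate mean plus 4 SD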;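 further: Nile Red retained in pooled yeast measured as flow cytometry median fluorescence; 0% = buffer negative control and 100% = Enniatin B positive control; higher means more Nile Red kept so more efflux inhibition; some compounds called inactive have numbers as strong as hits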
CIT2 TOR yeast = yeast TOR pathway CIT2-GFP modulation; AID 2029; GFP response vs DMSO, % at 10 µM; hit rate 0.065% among 320,000; S. cerevisiae CIT2-GFP strain, flow cytometry, 3 h; 100 means same as DMSO wells;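 active means GFP response relative to DMSO above a set limit, near the screen mean plus 3 SD, cut at about 150% in these data; inconclusive means Fewer than 70 cells measured for a yeast strain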;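 further: ratio of well median GFP fluorescence to mean of DMSO wells on the plate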
AHR act = activates the human aryl hydrocarbon receptor; P35869; AHR-responsive luciferase reporter cells, luminescence; activation, % at 5 µM; hit rate 2.5% among 320,000; in the data active means activation above about 47%;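 further: 0% = vehicle wells and 100% = reference agonist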
Target sequence (P35869 whole entry, looked up): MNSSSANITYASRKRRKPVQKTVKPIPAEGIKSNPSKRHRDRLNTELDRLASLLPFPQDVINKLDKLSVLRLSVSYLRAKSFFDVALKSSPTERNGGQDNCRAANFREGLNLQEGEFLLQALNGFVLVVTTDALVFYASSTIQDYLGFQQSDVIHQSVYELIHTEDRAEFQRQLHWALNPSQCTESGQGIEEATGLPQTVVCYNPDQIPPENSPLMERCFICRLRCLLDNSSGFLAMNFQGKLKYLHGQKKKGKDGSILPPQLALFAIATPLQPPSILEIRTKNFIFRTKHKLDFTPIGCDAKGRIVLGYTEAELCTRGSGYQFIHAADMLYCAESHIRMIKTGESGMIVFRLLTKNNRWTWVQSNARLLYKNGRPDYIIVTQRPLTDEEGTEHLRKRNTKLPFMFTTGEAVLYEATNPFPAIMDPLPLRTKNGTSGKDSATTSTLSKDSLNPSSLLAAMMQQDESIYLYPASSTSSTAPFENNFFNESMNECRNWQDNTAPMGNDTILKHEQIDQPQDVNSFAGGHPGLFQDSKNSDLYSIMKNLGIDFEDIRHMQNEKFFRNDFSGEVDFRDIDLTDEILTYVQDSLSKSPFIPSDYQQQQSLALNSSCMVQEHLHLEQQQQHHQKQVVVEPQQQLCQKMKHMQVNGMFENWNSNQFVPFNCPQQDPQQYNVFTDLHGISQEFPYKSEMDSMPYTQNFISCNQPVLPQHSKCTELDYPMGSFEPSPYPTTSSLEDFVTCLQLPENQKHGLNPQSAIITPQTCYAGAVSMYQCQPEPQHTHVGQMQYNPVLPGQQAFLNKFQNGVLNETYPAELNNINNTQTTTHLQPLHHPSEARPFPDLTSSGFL
* = called active by the depositor; ? = inconclusive; . = no result given.

SMILES	AGP1-GFP MLPCN	CR mimetic SO	MEP2-GFP yeast	LAP4 TOR yeast	RPL19A TOR yeast	Efflux pump inh	CIT2 TOR yeast	AHR act
CO[C@H]1[C@@H]2C=CO[C@@H](O[C@H]3O[C@@H](CO)[C@H](O)[C@@H](O)[C@@H]3O)[C@@H]2[C@@]2(CO)O[C@@H]12	111	112	107	113	109	-0.2	109	1
CCOC(=O)c1ccc(NCn2c(=O)oc3ccccc32)cc1	105	122	111	108	102	0.2	97	13
Cc1cccc(-c2noc(CN(C(=O)c3ccc4c(c3)OCO4)C(C)C)n2)c1	97	85	87	95	97	0.0	108	5
COC(=O)c1cccc(S(=O)(=O)N2CCC(NC(=O)Nc3cccc(F)c3)CC2)c1	109	100	114	108	104	0.1	103	-1
COc1ccccc1NC(=O)c1ccc(NS(C)(=O)=O)cc1	81	87	89	82	90	-0.1	95	1
O=C(CN1C(=O)NC2(CCOc3ccccc32)C1=O)N1CCCCC1 (stereo not drawn)	104	103	94	105	103	0.1	91	3
Cc1cc2ncc(-c3ccc(Cl)cc3)cn2n1	114	100	108	111	109	0.1	108	-2
CCN(CC)CCCN(C(=O)c1ccco1)c1nc(-c2ccc(C)cc2)cs1	102	74	103	105	112	0.1	109	9
COc1ccc(-c2sc(C(=O)c3ccc(Cl)cc3Cl)cc2CC(=O)O)cc1	82	103	108	158*	92	-0.1	78	0
CC(=NCCCNC1CCCCC1)C1=C(O)CC(C)(C)CC1=O	95	98	99	107	91	0.0	96	2
O=C(NC1CCCC1)c1csc2c1CCCC2	104	100	100	113	103	0.0	97	-1
CC(C)NC(=O)CCn1nc(-c2ccc(Cl)cc2)c2ccccc2c1=O	97	102	101	96	98	0.1	103	1
CCOC(CNc1c([N+](=O)[O-])c(=O)n(C)c(=O)n1C)OCC	102	108	112	104	105	0.1	105	-1
Cc1ccc(NC(=O)N2CCN(C(=O)C3CCCO3)CC2)cc1 (stereo not drawn)	106	101	105	103	104	0.9	107	-1
CCn1c(SCC(=O)N2CCCC2)nnc1-c1ccc(S(=O)(=O)N2CCCCCC2)cc1	107	101	104	109	105	0.0	103	1
CN(C)S(=O)(=O)c1ccc(Cl)c(C(=O)NNC(=O)Cc2nc3ccccc3n2C)c1	99	100	101	100	97	0.1	98	17
CN(c1ccc(OCC(=O)OCC(=O)Nc2ccccc2)cc1)S(=O)(=O)c1ccc(F)cc1	99	121	95	94	98	-0.3	101	7
Nc1cc(N)nc(SCC(=O)Nc2ccccc2)n1	102	96	100	102	103	0.0	98	2
O=C(Nc1ccccn1)Nc1ccccc1Cl	102	92	110	102	105	0.0	100	28
COc1ccc(Cl)cc1-c1nc(SCC(=O)NC(C)C(C)C)n[nH]1 (stereo not drawn)	?	102	?	?	88	-0.1	87	7
NS(=O)(=O)c1ccc(NC(=O)COC(=O)c2ccc(Cl)nc2)cc1	100	76	99	97	96	0.1	99	1
O=C(Cn1cc(C(F)(F)F)ccc1=O)NCC1CCCO1 (stereo not drawn)	106	78	99	101	102	-0.1	95	-1
CCOc1ccccc1NC(=O)CCCNC(=O)c1ccc(Cl)cc1	103	114	101	92	101	-0.2	111	18
CC(C)CN1C(=O)c2ccc(NC(=O)c3cccs3)cc2C1=O	107	94	104	101	103	0.0	88	-1
O=C(Nc1ccc(N2CCCCC2)cc1)c1cc([N+](=O)[O-])cc([N+](=O)[O-])c1	100	107	104	93	104	0.1	103	1
CN(C)c1ccc(S(=O)(=O)NCC(=O)OCC(=O)Nc2cc(Cl)cc(Cl)c2)cc1[N+](=O)[O-]	93	117	102	91	100	0.0	100	3
O=c1cc(N2CCCC2)c2ccccc2o1	106	100	100	108	94	-0.1	103	1
CCNc1nc(NCC)n2c(SCC(=O)Nc3ccc(F)cc3[N+](=O)[O-])nnc2n1	95	105	106	95	103	0.0	83	3
Cc1ccccc1CN(c1ccc(C(=O)N2CCN(C)CC2)cc1)S(C)(=O)=O	101	103	101	108	96	0.4	99	-2
COc1ccccc1-c1c(C)nn2c(N3CCOCC3)cc(C)nc12	101	90	107	91	106	0.5	101	4
O=C(Nc1ccc(C2CC2(Cl)Cl)cc1)c1ccccc1Br (stereo not drawn)	91	113	96	95	103	0.3	82	7
O=C(c1cccs1)n1nc(NCc2ccccc2)nc1NCc1ccccc1	101	94	100	103	101	0.1	100	0
Nc1nc2c(C(=O)N3CCOCC3)nnn2c2ccccc12	96	103	100	110	95	0.0	96	15
O=C(CC1c2ccccc2Oc2ccccc21)Nc1ccccc1F	112	93	106	103	105	-0.2	104	3
Cc1c(C(=O)N(C)C2CCCCC2)sc2ncnc(N3CCN(c4ccccc4)CC3)c12	101	95	98	98	100	0.2	99	5
O=C(NCCc1ccc(F)cc1)Nc1ccccc1Cl	94	107	107	87	118	0.2	99	.

Given field by field: entries from further up
> CN(C)c1ccc(S(=O)(=O)NCC(=O)OCC(=O)Nc2cc(Cl)cc(Cl)c2)cc1[N+](=O)[O-]
  AGP1-GFP MLPCN: 93
  CR mimetic SO: 117
  MEP2-GFP yeast: 102
  LAP4 TOR yeast: 91
  RPL19A TOR yeast: 100
  Efflux pump inh: 0.0
  CIT2 TOR yeast: 100
  AHR act: 3

> O=c1cc(N2CCCC2)c2ccccc2o1
  AGP1-GFP MLPCN: 106
  CR mimetic SO: 100
  MEP2-GFP yeast: 100
  LAP4 TOR yeast: 108
  RPL19A TOR yeast: 94
  Efflux pump inh: -0.1
  CIT2 TOR yeast: 103
  AHR act: 1

The listing continues.
SMILES	AGP1-GFP MLPCN	CR mimetic SO	MEP2-GFP yeast	LAP4 TOR yeast	RPL19A TOR yeast	Efflux pump inh	CIT2 TOR yeast	AHR act
Cc1ccc(C(=O)O)cc1NC(=O)CN1C(=O)C2C3c4ccccc4C(Br)(c4ccccc43)C2C1=O (stereo not drawn)	101	106	98	103	105	0.9	99	1
c1ccc(-c2ccc(-c3ccccn3)nn2)nc1	103	98	99	103	102	0.0	106	40
CC(C)(C)OC(=O)NCCCCCc1nnc(SCc2ccccc2)o1	97	100	103	101	99	0.0	96	-1
CCOc1ccc(CN2CCN(Cc3cnn(CC)c3C)CC2CCO)cc1 (stereo not drawn)	96	98	101	95	102	0.0	98	9
O=C(Nc1ccccc1N1CCN(C(=O)c2ccc(Cl)cc2)CC1)c1cc(Br)ccc1Cl	107	111	104	102	104	0.2	97	8
O=C(NC1CCCCCC1)c1ccc(-n2cnnc2)cc1	100	109	101	98	103	-0.4	105	-2
CCn1cc(C(=O)NCc2ccco2)c2cc(OC)c(OC)cc2c1=O	98	104	98	98	97	0.0	97	2
CCOc1ccc(CNC(=O)CCn2c(=O)oc3ccccc32)cc1	89	101	89	89	86	0.2	86	0
Cc1cc(=O)c(C(=O)O)nn1-c1cccc(C(F)(F)F)c1	99	99	98	91	103	0.0	93	-2
Nc1nc(SCc2nc3sc4c(c3c(=O)[nH]2)CCCC4)n[nH]1	97	100	101	87	102	0.0	99	16
CC1C/C(=C/c2ccco2)C(=O)/C(=C/c2ccco2)C1 (stereo not drawn)	90	100	103	123	102	0.7	94	12
COc1cccc(NC(=O)Cn2nnc(C(=O)NCc3ccc4c(c3)OCO4)c2N)c1	105	96	108	103	101	0.2	97	3
CN1CCNC(=O)C1CC(=O)NCCC1=CCCCC1 (stereo not drawn)	96	95	93	107	101	-0.1	93	0
Cc1nn(-c2ccccn2)c2c1-c1nc(N3CCOCC3)ncc1CC2	94	92	111	120	104	0.1	109	39
O=C(CSc1nnc(-c2cccnc2)n1Cc1ccco1)c1ccc2ccccc2c1	94	125	97	91	98	0.5	94	9
COc1ccc(OCC(=O)OCC(=O)NC2CCCCC2C)cc1 (stereo not drawn)	99	95	101	106	102	0.0	99	0
CCCCn1c(N)c(N(C)C(=O)C2CCCC2)c(=O)[nH]c1=O	93	100	98	92	93	0.0	94	-1
Cc1cccc[n+]1CC(=O)Nc1ccc([N+](=O)[O-])cc1Cl	98	108	99	103	101	0.1	98	-6
CCOC(=O)C1=C(C)N(C)C(=S)NC1c1ccc(Cl)cc1Cl (stereo not drawn)	105	78	100	105	109	-0.3	107	0
CC(=O)Nc1ccc(S(=O)(=O)NC2(C(F)(F)F)NC(=O)N(C3CCCC3)C2=O)cc1 (stereo not drawn)	102	120	104	101	97	0.0	103	0
CN(C)Cc1ccccc1Sc1ccc2c(c1)CCCC2	100	110	87	86	92	0.1	99	3
CNc1nc(-c2c(C)n(C)c3ccc(OC)cc23)cs1	101	88	98	105	88	-0.1	103	30
CN(NS(=O)(=O)c1ccc(F)cc1)c1ncc(C(F)(F)F)cc1Cl	113	98	104	105	105	0.0	115	1
COc1ccc(NC(=O)CCN2CCN(S(=O)(=O)c3cc(Cl)ccc3OC)CC2)cc1	38	101	178*	101	.	-0.3	111	5
CCC(C)NC(=O)C1CCN(S(=O)(=O)c2cccc3cccnc23)CC1 (stereo not drawn)	96	110	101	101	96	0.3	90	1
CC1(C)CC(=O)C2=C(C1)Nc1cc(Cl)ccc1S2	103	102	98	100	104	0.1	96	53*
C=CCNc1nc(N)c(C(=C(C#N)C#N)c2ccc(Br)cc2)s1	95	101	95	96	100	-0.7	84	57*
CC(CC(=O)OCC(=O)NCc1ccc(Cl)cc1)c1ccccc1 (stereo not drawn)	96	93	100	99	95	0.0	97	-1
O=C(Nc1nnc(-c2ccco2)o1)c1ccc(S(=O)(=O)N2CCOCC2)cc1	105	109	96	104	95	0.0	103	-1
Cc1nc(=O)c(-c2ccccc2)c(C)n1-c1cccc(C(=O)O)c1	97	117	100	106	99	0.1	95	6
CC(=O)/C(=N\Nc1ccccc1)Oc1ccc([N+](=O)[O-])cc1	100	90	95	104	99	-0.3	103	-3
COc1c(F)c(F)c(C(=O)O)c(Nc2ccc(C)cc2C)c1F	99	99	93	99	98	0.1	90	0
CC1Cc2ccccc2N1CC(=O)Nc1ccc(Cl)c(S(=O)(=O)N(C)C)c1 (stereo not drawn)	108	99	111	108	99	-0.1	113	1
Cc1ccsc1CN(C)C(=O)c1ccc(Oc2ccccc2)cc1	100	104	100	130	101	0.1	87	2
CN1CCN(CC(O)COCCOc2ccc(Br)cc2)CC1 (stereo not drawn)	95	110	102	88	98	-0.1	101	3
CCc1c(C)nc2cc(-c3ccc(OC)cc3)[nH]n2c1=O	102	99	97	94	100	-0.1	105	32
Cc1ccc(S(=O)(=O)Nc2ccccc2/C=N/c2nc3ccccc3n2C)cc1	86	84	89	95	97	-0.3	90	11
CCN(c1ccccc1)S(=O)(=O)c1cccc(C(=O)NCc2ccncc2)c1	103	93	99	109	90	0.0	91	-1
COc1ccc(C(=O)NC(C(=O)NCC2CCCO2)C(C)C)cc1 (stereo not drawn)	107	92	104	109	100	-0.1	107	0
COc1ccc(Cl)cc1NC(=O)C/C(C)=N/NC(=O)c1ccccc1Cl	96	99	106	86	104	0.1	105	14
CC(=O)Nc1ccc(NC(=O)Cn2ccc([N+](=O)[O-])n2)cc1	115	103	102	108	102	0.0	107	-3
COCCn1c(SCC(=O)NC2CCCCC2)nc2c(c1=O)SCC2	115	88	113	132	104	0.0	109	-1
CCOC(=O)N1CCC(Nc2c(-c3ccc(C)cc3)c(=O)c2=O)CC1	100	92	96	99	98	0.2	97	2
Cn1cc(SCC(=O)NC2CCCCC2)c2ccccc21	103	84	103	97	100	-0.4	99	88*
NC(=O)CNC(=O)[C@@H]1CC2(CC(c3cccc([N+](=O)[O-])c3)=NO2)CN1C(=O)c1ccccc1 (stereo partly drawn)	85	117	89	104	98	0.3	96	1
COc1ccc(CN2CCCCCC2)cc1Br	94	94	111	91	97	0.1	94	1
Cc1cccc(C(=O)O/N=C2\CCS(=O)(=O)c3sccc32)c1	87	92	89	103	89	0.1	79	4
CN(C)c1ccc(CNn2cnnc2SCc2ccccc2F)cc1	87	104	107	97	92	0.1	101	29
